Screens: PubChem, National Center for Advancing Translational Sciences (NCATS)
BAZ2B block: blocks human BAZ2B; AlphaScreen BAZ2B-H3K14Ac peptide displacement; AID 504333; Q9UIF8; Potency, µM (titrated, usually from 114 µM), for inactives: at the top dose activity change, negative = inhibition, usual class: inhibitors; 4.4% of 360,000 active; further: potency means the concentration at half of the fitted maximal effect; on the % scale 0 is the no-effect control and ±100 the full control effect; nearly all actives have a fitted effect of over 60% in size
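Protein-peptide AlphaScreen: BAZ2B 50 nM, b-H3K14Ac 50 nM, 1x PBS pH 7.4 + 0.01% Tween-20. Preincubation 30 min RT; cpd 30 min RT (top 110 uM); beads 20 min RT, light-protected.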
GLS inhibitor: blocks human kidney-isoform glutaminase activity | O94925 | GLS enzymatic activity, qHTS titration | Potency, µM (doses to about 45.5 µM), without a hit: at the highest dose activity change, negative = inhibition, actives largely listed as inhibitors | 0.21% of 410,000 active | AID 624170; further: potency means the concentration at half of the fitted maximal effect; on the % scale 0 is the no-effect control and ±100 the full control effect
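Human kidney-isoform GLS in 45 mM KH2PO4 pH 8.2, 0.02% Tween-20, with compound, started with 1mM L-Glutamine (added stock). Glutamate oxidase/HRP/Amplex red coupled fluorescence read at start and after 30 min at RT.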
HP1b chromo inh: inhibitors of HP1-beta chromodomain binding to methylated histone tails; 0.56% of 390,000 active; AID 540317; Potency, µM (doses to about 114 µM), for inactives: at the top dose activity change, negative = inhibition, hits mostly inhibitors; P83916; AlphaScreen HP1-beta / biotin-H3K9me3 peptide binding; further: potency means the concentration at half of the fitted maximal effect; nearly all actives have a fitted effect of over 70% in size; inactives centre near 23
Target sequence (P83916 whole entry, looked up): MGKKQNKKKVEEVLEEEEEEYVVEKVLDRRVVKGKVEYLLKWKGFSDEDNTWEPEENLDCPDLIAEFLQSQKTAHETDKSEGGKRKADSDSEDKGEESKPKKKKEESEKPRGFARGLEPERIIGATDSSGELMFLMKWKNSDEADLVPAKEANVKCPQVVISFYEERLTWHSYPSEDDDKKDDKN
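HP1-beta protein (50 nM final) preincubated 30 min at room temperature with biotinylated H3(1-18)K9me3 peptide (50 nM) in PBS pH 7.4, 0.01% Tween-20, then compound added for 30 min. AlphaScreen streptavidin donor/nickel chelate acceptor beads (10 ug/mL final), 30 min dark, luminescence read.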
PI4K2A block: inhibitors of human PI4K2A; Q9BTU6; purified PI4K2A, ADP-Glo luminescence, 1 h; stronger effect = lower value; activity change, negative = inhibition, % at 76.9 µM; 0.13% of 420,000 active; AID 1346378; in the data active means activity change below about -50%; inconclusive means mostly about -30% to -49%;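 further: -100% = wells without enzyme as full effect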
Target sequence (Q9BTU6 whole entry, looked up): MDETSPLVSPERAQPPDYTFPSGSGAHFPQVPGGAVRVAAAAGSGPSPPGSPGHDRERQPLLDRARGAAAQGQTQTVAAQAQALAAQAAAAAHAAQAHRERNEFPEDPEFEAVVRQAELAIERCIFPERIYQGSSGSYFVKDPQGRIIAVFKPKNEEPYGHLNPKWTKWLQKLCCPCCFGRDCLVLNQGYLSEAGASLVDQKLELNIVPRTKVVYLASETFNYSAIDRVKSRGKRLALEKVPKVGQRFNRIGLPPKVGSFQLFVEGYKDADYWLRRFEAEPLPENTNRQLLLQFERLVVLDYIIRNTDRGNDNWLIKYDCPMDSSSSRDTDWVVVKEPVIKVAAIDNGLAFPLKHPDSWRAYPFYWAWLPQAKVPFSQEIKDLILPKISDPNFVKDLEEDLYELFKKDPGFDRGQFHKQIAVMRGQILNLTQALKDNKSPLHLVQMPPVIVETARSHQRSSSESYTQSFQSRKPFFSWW
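PI4K2A activity was measured by ADP-Glo luminescence: enzyme (4 ug/mL stock) and phosphatidylinositol (1.2 mM stock) in Tris pH 7.5/MgCl2/EGTA/Triton X-100 buffer were reacted with ATP (300 microM stock) for one hour at ambient temperature.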
ERG-DNA inh: inhibitors of human ERG Ets domain-DNA interaction | fluorescence polarization, His-ERG Ets domain / labelled DNA | Potency, µM (doses to about 76.9 µM), inactives show at the highest dose FP activity, negative = inhibition, actives largely listed as inhibitors | 0.028% of 370,000 active; active means well fitted inhibition curve with a large enough effect in the polarisation, with a control signal flat; inconclusive means small, poorly fitted or top-dose-only effect, or effect the other way, or a change in a side signal; inactive means no such curve, though single readings can be large or run the other way; the % refers to the polarisation;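 further: polarization taken with two DNA probes labelled with fluorescein and Texas red; potency means the concentration at half of the fitted maximal effect; % of control where 0% means no effect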
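His-tagged ERG Ets domain (1 uM in the protein solution; 300mM KCl, 50mM Tris-HCl, 1mM EDTA, 1mM DTT, pH 7.5) received compound, then a probe mix of 5 nM fluorescein-DNA and 100nM Texas-615-DNA. Fluorescence polarization was read for both dyes.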
JMJD2A Tudor: inhibitors of human JMJD2A Tudor domain; O75164; AlphaScreen JMJD2A-Tudor / H3K4me3 peptide binding; Potency, µM (highest dose often 114 µM), inactives show at the top dose activity change, negative = inhibition, usual class: inhibitors; 4.4% of 390,000 active; AID 504339; further: potency means the concentration at half of the fitted maximal effect; on the % scale 0 is the no-effect control and ±100 the full control effect; nearly all actives have a fitted effect of over 50% in size
PGK inhibitor: T. brucei PGK inhibition; Potency, µM (series often up to 57.5 µM), for inactives: top-dose activity change, negative = inhibition, hits mostly inhibitors; 0.043% of 380,000 active; PGK/GAPDH coupled, Kinase-Glo luminescence, 60 min; further: potency means the concentration at half of the fitted maximal effect; on the % scale 0 is the no-effect control and ±100 the full control effect; nearly all actives have a fitted effect of over 60% in size
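Recombinant glycosomal PGK reaction used 1,3-bisphosphoglycerate generated in-well by GAPDH (100nM final) in 100mM TEA pH 7.6, 5mM MgCl2, 0.01% Tween-20. After 60 minutes at room temperature, ATP was read by Kinase-Glo Plus luminescence end-point.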
Pin1 inhibitor: human Pin1 inhibition | Q13526 | Pin1 FP peptide displacement, HiFluor488, 10 min | Potency, µM (top dose mostly 115 µM), for the others: at the highest dose activity, negative = inhibition, usual class: inhibitors | 0.009% of 390,000 active; active means well fitted inhibition curve with a large enough effect in the polarisation, with a control signal flat, not every such curve was filed as active; inconclusive means small, poorly fitted or top-dose-only effect, or effect the other way, or a change in a side signal; inactive means no such curve, though single readings can be large or run the other way; the % refers to the polarisation; further: potency means the concentration at half of the fitted maximal effect; on the % scale 0 is the no-effect control and ±100 the full control effect
G9a inh: inhibitors of human histone lysine methyltransferase G9a; Q96KQ7; G9a H3K9 monomethylation, AlphaScreen, 2 h; Potency, µM (doses to about 102 µM), without a hit: top-dose activity, negative = inhibition, actives largely listed as inhibitors; 8.8% of 350,000 active; AID 504332; further: potency means the concentration at half of the fitted maximal effect; on the % scale 0 is the no-effect control and ±100 the full control effect; nearly all actives have a fitted effect of over 75% in size
Target sequence (Q96KQ7 913-1193 limits assumed): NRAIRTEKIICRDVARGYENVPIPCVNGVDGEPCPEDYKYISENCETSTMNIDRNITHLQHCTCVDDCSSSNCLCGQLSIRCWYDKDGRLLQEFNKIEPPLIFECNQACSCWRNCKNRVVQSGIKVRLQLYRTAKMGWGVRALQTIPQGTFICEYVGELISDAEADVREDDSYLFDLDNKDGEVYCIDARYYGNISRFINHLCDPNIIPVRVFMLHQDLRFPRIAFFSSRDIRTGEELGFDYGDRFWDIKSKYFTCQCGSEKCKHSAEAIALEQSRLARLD
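G9a (20 nM) preincubated 15 min RT with compounds, then 500 nM biotinylated H3K9 peptide and 20 uM SAM added; 2 h RT reaction. Monomethyl-H3K9 product detected by AlphaScreen with anti-H3K9me1 antibody, streptavidin donor and anti-rabbit IgG acceptor beads.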
Starred values were filed as active, the others as inactive; i = inactive; u = inconclusive; x = no result given; & = joins results of further samples; [ ] = dose if it differs, or a comment. Unless noted, the call rests on the fitted dose curve; in most records, active means well fitted curve in the direction sought with a large enough effect; inconclusive means small, poorly fitted or top-dose-only effect, or another doubt; inactive means no such curve, though single readings can be large; an effect the other way counts as inactive or inconclusive.

SMILES | BAZ2B block | GLS inhibitor | HP1b chromo inh | PI4K2A block | ERG-DNA inh | JMJD2A Tudor | PGK inhibitor | Pin1 inhibitor | G9a inh
Cc1cccc(C(=O)N2CCc3cc(CNC(=O)c4ccnn4C)ccc32)c1 | -3% | -5% | 22% | -2 | -4% | -15% | -2% | -2% | -1%[59 µM]
COc1cccc(CNS(=O)(=O)c2ccccc2Br)c1OC | x | 23% | 32% | 1 | 5% | 79µM* | 9% | 2% | x
Cc1ccc(N2CCN(C(=O)CN3C(=O)c4ccccc4C3=O)CC2)cc1 | -1% | 20% | 26% | 8 | -5% | -13% | 9% | -4% | u
COC(=O)C1(CCSC)NC(c2ccc(O)c(OC)c2)C2C(=O)N(c3ccc(C)cc3)C(=O)C21 (stereo unspecified) | -5% | 14% | 32% | 7 | 6% | -13% | -1% | 3% | -3%
COc1cccc(C2C(C(=O)Nc3ccc(C)cc3C)=C(C)Nc3c(C(=O)Nc4ccccc4)cnn32)c1 (stereo unspecified) | 0%[57.1 µM] | 2% | 24% | -6 | 0% | -25% | i | 11% | u
CCCOc1ccc(C(=O)Nc2ccc3oc(-c4ccncc4)nc3c2)cc1 | -2% | -4% | 39%[activator] | 2 | -16% | -18% | 3% | -2% | 3%[59 µM]
O=C(CSc1cn(CC(=O)N2CCCCCC2)c2ccccc12)Nc1ccccc1F | -17% | 6% | 25% | -6 | -6% | -15% | 3% | -2% | u
O=S(=O)(NC1CC1)c1ccc(S(=O)(=O)N2CCC3(CC2)OCCO3)cc1 | 10% | 6% | 1% | 3 | 0% | u | -9% | 1% | -6%
O=C(COC(=O)c1ccc(CSc2ccc(Cl)cc2)cc1)Nc1ccccc1 | -6% | 2% | 15% | 0 | -3% | -9% | -8% | 2% | 17%[59 µM]
O=C(CN1CCN(c2ccc(F)cc2)CC1)NCC1CCCO1 (stereo unspecified) | 18% | 35%[activator] | 48% | 3 | -4% | 1% | 0% | -6% | 25%
CN1CCc2ccccc2CC1=O | 1% | 6% | 23% | 3 | -7% | 4% | 3% | 12% | 15%
C/C(CC(=O)Nc1ccc(F)cc1)=N\NC(=O)Cc1csc(N)n1 | 0% | 19% | 37% | -4 | 0% | -4% | i | -7% | 6%[59 µM]
O=C(Nc1cc(Cl)ccc1N1CCOCC1)c1ccc2c(c1)OCCO2 | -17% | -1% | 46%[activator] | 4 | 4% | -7% | 6% | -1% | -34%
Cc1cc(C)cc(NC(=O)Cn2nnc(C(=O)NCc3ccccc3Cl)c2N)c1 | -3% | -14%&8% | 43%&17%[activator] | u | 0%&10% | -5%&-16% | 8% | 0%&-6% | 1.1µM*
Cc1ccc(C(=O)OC(C)C(=O)NC2CCCCC2C)cc1S(=O)(=O)N1CCCCC1 (stereo unspecified) | 0% | 1% | 32% | -3 | -4% | 6% | 0% | 4% | -3%
CC1CCCC(C)N1CCCNC(=O)Cn1cc2c(n1)CCCC2 (stereo unspecified) | 9% | 5% | 33% | -8 | 0% | -11% | -3% | u | -15%
Cc1ccc(N=C2SCCCN2C(=O)C2=COCCO2)cc1Cl | -3% | 2% | 46%[activator] | -1 | 10% | u | -6% | 8% | 27%[59 µM]
Cc1nc2ccccc2nc1CSc1nnc(N)s1 | 7% | 2% | 47%[activator] | -4 | 1% | -5% | 14% | 0% | u
COCCn1c(N)c(NCc2ccccc2)c(=O)[nH]c1=O | -29% | -10% | 31% | -22 | -2% | -6% | 0% | u | -1%
C=CCOC(=O)C1=C[C@H](c2coc3ccccc3c2=O)C[C@H](OCc2ccc(CO)cc2)O1 | -16% | 0% | 31% | -3 | -1% | -11% | -2% | -1% | -104%[59 µM]
Clc1ccccc1CSC1=NCCCN1 | 31%[activator] | -4% | 27% | 3 | -12% | -10% | i | -2% | -43%[59 µM]
CN(CCNC(=O)C1CCCN(c2ncnc3c2nc2n3CCCCC2)C1)Cc1ccccc1 (stereo unspecified) | -4% | 4% | 1%[57 µM] | -8 | -2% | -15% | -1% | -4% | -6%
COc1ccccc1CCC(=O)OCc1csc(CC(=O)Nc2ccccc2C)n1 | -2% | 0% | 68%[activator] | 0 | 18% | 0% | 6% | 3% | x
COc1ccc(CCN2C(=O)c3oc4cc(C)cc(C)c4c(=O)c3C2c2ccccc2F)cc1OC (stereo unspecified) | 7% | -2% | 50%[activator] | -3 | 9% | -11% | x | 5% | 5%[59 µM]
COc1ccc(C2c3[nH]c4ccccc4c3CCN2CCCn2cccn2)cc1C (stereo unspecified) | u | 8% | -3% | -4 | -1% | -29% | -1% | -2% | u

Complete entries from above.
Clc1ccccc1CSC1=NCCCN1 in the list: BAZ2B block: 31%[activator]; GLS inhibitor: -4%; HP1b chromo inh: 27%; PI4K2A block: 3; ERG-DNA inh: -12%; JMJD2A Tudor: -10%; PGK inhibitor: i; Pin1 inhibitor: -2%; G9a inh: -43%[59 µM]
COc1ccc(C2c3[nH]c4ccccc4c3CCN2CCCn2cccn2)cc1C (stereo unspecified) in the list: BAZ2B block: u; GLS inhibitor: 8%; HP1b chromo inh: -3%; PI4K2A block: -4; ERG-DNA inh: -1%; JMJD2A Tudor: -29%; PGK inhibitor: -1%; Pin1 inhibitor: -2%; G9a inh: u

The list goes on:
SMILES | BAZ2B block | GLS inhibitor | HP1b chromo inh | PI4K2A block | ERG-DNA inh | JMJD2A Tudor | PGK inhibitor | Pin1 inhibitor | G9a inh
COc1ccc2c(c1OC)C(=O)N(c1ccc(F)cc1)C2 | 1% | 4% | 30% | -4 | 4% | 2% | -1% | -6% | -6%
CCOc1ccc(N2C(=O)C(=O)/C(=C(/O)c3ccccc3)C2c2ccccc2[N+](=O)[O-])cc1 (stereo unspecified) | -8% | -8% | 7% | 6 | -5% | -27% | i | -14% | 45µM*
O=[N+]([O-])c1ccc(-c2cc(-c3ccc(Cl)cc3)n[nH]2)cc1 | -37% | u | 183%[activator] | -12 | 2% | u | -6% | u | 25µM*
Cc1ccc(S(=O)(=O)Nc2nc(C)cc(NCCN)n2)cc1 | 0% | 13% | 28% | 0 | x | -16% | 1% | 0% | 4%[12.7 µM]
CC1(C)CC(NC(=O)C(=O)NCCc2ccccc2)CC(C)(C)N1 | -14% | -7% | 34% | -5 | -5% | 6% | -14% | -1% | x
C/C(=N\NC(=O)C1(C)CC1(Br)Br)c1ccc(NC(=O)C2CCC2)cc1 (stereo unspecified) | 6% | 6% | 6% | -2 | -7% | -9% | -7% | -3% | 17%
COc1cc(Cl)c(CN2CCC(CCC(=O)NC3CC3)CC2)cc1OC | -9% | -17% | 50%[activator] | -5 | 10% | -7% | -4% | -1% | x
Cn1c(=O)n(C)c2cc(CNCc3ccccc3)ccc21 | -12% | -5% | 44%[activator] | 0 | -2% | -13% | -9% | -16% | -2%[59 µM]
COc1cccc(CCc2nnc(CCC(=O)NC(C)c3c(C)nn(C)c3C)o2)c1 (stereo unspecified) | 2% | 4% | 6% | 2 | -10% | -8% | i | -5% | -2%
O=C(CNCC1CCCO1)Nc1ccccc1-n1cccc1 (stereo unspecified) | 50µM* | 9% | 4% | -3 | x | 5µM* | x | -2% | 8.9µM*
COc1cccc(C(=O)NNC(=O)/C=C/c2ccccc2)c1 | -8% | 4% | 48%[activator] | -2 | -5% | -1% | i | 0% | 12%
c1ccc(-[n+]2nc(Nc3cccc4ccccc34)sc2-c2c3ccccc3cc3ccccc23)cc1 | 3.5µM* | -8% | u | 0 | -1% | 2.5µM* | -9% | -4% | 26%[2.33 µM]
COc1ccccc1OCCNC(=O)Nc1cc(F)c(F)cc1Cl | 5% | 2% | 16% | -4 | 14% | 1% | 7% | 0% | x
COc1ccccc1/C=N/NC(=O)c1ccc(Cn2nc([N+](=O)[O-])cc2C)cc1 | -32% | 10% | 21% | 4 | x | -19% | 0% | 19% | -1%[59 µM]
OCCn1c(-c2ccccc2)csc1=Nc1ccccc1 | 11µM* | 10% | u | -1 | -4% | 56µM* | 1% | -5% | 45µM*
O=C(Nc1cccc(Cl)c1)c1cccc(Oc2ccc([N+](=O)[O-])cc2Cl)c1 | -33% | 0% | 12% | -2 | -5% | -29% | x | u | 21%[59 µM]
Cc1oc(-c2ccccc2F)nc1CN1CCC(C(=O)NCc2cccnc2)CC1 | -4% | x | 25% | 1 | 4% | -2% | 3% | 11% | -13%[59 µM]
Cc1ccc(CNC(=O)c2sc3nc4n(c(=O)c3c2C)CCCCC4)cc1 | -33% | -1% | 48%[activator] | -1 | -1% | -14% | -2% | -7% | u
CCC(C)OC(=O)C1=C(C)OC23OC(N)=C(C#N)C12C(=O)c1ccccc13 (stereo unspecified) | -1% | 3% | 5% | -3 | 1% | -26% | 6% | -3% | -39%[59 µM]
CCC1CCCCN1C(=O)COc1ccccc1NC(C)=O (stereo unspecified) | -16% | 1% | 14% | 1 | 1% | -12% | 6% | -10% | 45µM*
Cc1ccc(-n2c(-c3cnccn3)n[nH]c2=S)cc1 | 79µM* | 3% | 36% | -4 | 9% | 8.9µM* | -7% | -2% | 7.9µM*
CC(=O)CC(C)(C)Nc1nc2ccc([N+](=O)[O-])cc2o1 | -11% | 21% | 19% | -4 | -13% | -3% | 6% | -6% | 2%[59 µM]
Cc1ccccc1Nc1nnc(SCC(=O)c2cc3ccccc3o2)s1 | -12% | 22% | -4% | 2 | 38%[activator] | -31% | 0% | 28% | u
